# Screening results from PubChem.
# M1 PAM parental – nonselective activator or artifact in parental CHO-K1 calcium assay. ATP EC20, Fluo-8 calcium fluorescence; 0% at ATP EC20, 100% at ATP max. activation, % at 3 µM. actives 0.02% (n = 360,000). AID 602247;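 active means activation above the run cutoff, the mean activation of all test compounds plus 3 SD, cut at about 40% in these data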;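 further: peak over basal fluorescence ratio in a 140 s read after ATP addition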
# TAAR1 antag – human TAAR1 antagonism; Q96RJ0; CHO RD-HGA16 TAAR1, Fluo-8 calcium fluorescence, antagonist; inhibition, % at 3 µM; actives 1.5% (n = 360,000); AID 624466;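 active means inhibition above a per-plate cutoff, the mean inhibition of test compounds on that plate plus 3 SD, cut at about 49% in these data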;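 further: 0% = DMSO plus EC80 beta-PEA response and 100% = DMSO alone without agonist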
# Target sequence (Q96RJ0 whole entry, looked up): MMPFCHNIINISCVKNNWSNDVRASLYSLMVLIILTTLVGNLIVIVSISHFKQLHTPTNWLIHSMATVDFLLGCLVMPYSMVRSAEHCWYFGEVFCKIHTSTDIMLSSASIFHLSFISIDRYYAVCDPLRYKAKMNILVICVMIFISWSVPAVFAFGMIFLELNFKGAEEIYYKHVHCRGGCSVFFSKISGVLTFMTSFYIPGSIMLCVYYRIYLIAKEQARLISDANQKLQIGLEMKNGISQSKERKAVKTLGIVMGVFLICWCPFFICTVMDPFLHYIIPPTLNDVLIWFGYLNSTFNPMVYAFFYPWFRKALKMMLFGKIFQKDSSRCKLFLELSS
#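 Assay system: CHO-derived RD-HGA16 cells stably expressing human TAAR1 plus Gα16. Timing: 140 s kinetic read after compound, 140 s after agonist. Technique: kinetic Fluo-8 calcium fluorescence measurement. Measure: % inhibition of agonist calcium response.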
# TAAR1 ag – human TAAR1 agonism; Q96RJ0; actives 0.99% (n = 360,000); activation, % at 3 µM; CHO RD-HGA16 TAAR1, Fluo-8 calcium fluorescence; vehicle wells 0%, saturating PEA agonist 100%;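 active means activation above the mean activation of all test compounds in the run plus 3 SD, cut at about 38% in these data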
#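 System: CHO RD-HGA16 cells carrying human TAAR1 plus Gα16; Incubation: 17-24 h seeding, 75 min 37 °C dye, 30 min RT; Measured by: Fluo-8 fluorescence, 5 s baseline then 140 s kinetic read; Control set: DMSO and PEA EC100; Replication: single well for each compound.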
# M1 antag – human CHRM1 antagonism; P11229; CHO-K1 hM1, Fluo-8 calcium fluorescence, ACh EC80 antagonist; inhibition, % at 3 µM; actives 1.3% (n = 360,000); AID 588852;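 active means percent inhibition above its own plate's cutoff, namely the mean of that plate's compound wells plus 3 SD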;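 further: peak over basal fluorescence ratio during 140 s after agonist addition; 0% = ACh EC80 plus DMSO and 100% = DMSO alone without agonist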
# CHO-K1 Ca ag – nonselective activator or artifact in parental CHO-K1 cells | Fluo-8 calcium fluorescence; scaled to maximal ATP response, vehicle zero | activation, % at 3 µM | actives 0.48% (n = 360,000) | AID 602248; in the data active means activation above about 15%;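 further: untransfected CHO-K1 host cells lacking M1 receptor as counterscreen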
# OXTR potentiate – potentiators of human oxytocin receptor; actives 0.061% (n = 320,000); AID 2445; CHO-OTR cells, Fluo-8 calcium fluorescence, potentiator mode; 0% = oxytocin EC15, 100% = EC100; activation, % at 3 µM;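 active means activation above that plate's cutoff, the mean activation of tested compounds plus 3 SD, cut at about 6.6% in these data, passing the limit was not always enough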;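 further: 100% uses oxytocin at 75 nM as the full agonist control; some results filed as inactive read as strong as hits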
# Target sequence (P30559 whole entry, looked up): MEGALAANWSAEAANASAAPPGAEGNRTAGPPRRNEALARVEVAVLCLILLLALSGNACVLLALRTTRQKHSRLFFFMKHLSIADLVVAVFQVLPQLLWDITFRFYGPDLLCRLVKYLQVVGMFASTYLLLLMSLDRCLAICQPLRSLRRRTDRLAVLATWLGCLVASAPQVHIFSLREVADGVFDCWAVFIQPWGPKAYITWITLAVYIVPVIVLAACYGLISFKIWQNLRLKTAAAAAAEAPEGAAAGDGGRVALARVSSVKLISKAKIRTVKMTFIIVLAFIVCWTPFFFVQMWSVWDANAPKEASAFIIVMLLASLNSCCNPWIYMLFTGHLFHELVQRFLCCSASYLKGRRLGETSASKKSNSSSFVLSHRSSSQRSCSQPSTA
#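 Replication – single well per compound, singlicate · Assay system – CHO cell line stably expressing human OTR · Timing – 6 min pre-incubation, 100 s read · Measure – normalized max/min fluorescence ratio, % activation · Doses – 3.0 µM, one dose · Detection – Fluo-8 calcium dye fluorescence · Probe or stimulus – oxytocin near EC15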
# CHO parental Ca – counter-screen: ATP calcium response change in parental CHO cells; AID 463079; inhibition, % at 5.6 µM; parental CHO-K1, ATP-induced calcium, Fluo-8 fluorescence; actives 0.63% (n = 330,000);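 active means inhibition above that plate's mean sample inhibition plus 3 SD, cut at about 26% in these data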;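 further: 0% = ATP-challenged DMSO wells and 100% = DMSO wells without ATP; some compounds past the cut are filed as inactive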
#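 Test system: untransfected parental CHO cell line. Compound: one dose, 5.6 µM nominal. Detection: intracellular calcium via Fluo-8 no-wash fluorescent dye. Measure: % inhibition. Benchmarks: ATP-challenged DMSO wells low, unchallenged DMSO wells high.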
# CHRM1 agonist – human M1 muscarinic receptor agonism; activation, % at 3 µM; actives 0.33% (n = 360,000); CHO-K1 hM1, Fluo-8 calcium fluorescence, agonist mode; 0% DMSO, 100% acetylcholine EC100;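 active means activation above the run's mean compound activation plus 3 SD, cut at about 16% in these data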;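 further: peak over basal fluorescence ratio within a 140 s kinetic read after compound addition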
# CHO-K1 Ca antag – counter-screen for M1 antagonists: effect in parental CHO-K1 cells. ATP-induced calcium, Fluo-8 fluorescence. inhibition, % at 3 µM. actives 0.6% (n = 360,000). AID 602250;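 active means inhibition above a per-plate cutoff, the plate's mean sample inhibition plus 3 SD, cut at about 24% in these data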;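 further: 0% = DMSO plus EC80 ATP and 100% = DMSO alone without ATP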
# An asterisk follows results filed as active; x = no result given.
# Letters: A = M1 PAM parental; B = TAAR1 antag; C = TAAR1 ag; D = M1 antag; E = CHO-K1 Ca ag; F = OXTR potentiate; G = CHO parental Ca; H = CHRM1 agonist; I = CHO-K1 Ca antag
(1) CSc1nnc(N2C(=O)C(O)=C(C(=O)c3ccco3)C2c2ccccc2F)s1 (stereo not given)
  A: -5 | B: -34 | C: -2 | D: -9 | E: 1.1 | F: -7 | G: 1 | H: 0 | I: -5

(2) COc1cccc(-c2nnc(SCC(=O)OC(C)C)n2Cc2ccco2)c1
  A: 16 | B: -9 | C: 3 | D: -7 | E: -0.4 | F: -1 | G: -8 | H: -4 | I: -12

(3) CCSc1nnc(-c2ccc(S(=O)(=O)N3CCOCC3)cc2)n1C
  A: -4 | B: -20 | C: 1 | D: -16 | E: -0.4 | F: -6 | G: 1 | H: -8 | I: -9

(4) COc1cccc(CN(C)Cc2nc(C3CC3)no2)c1
  A: -2 | B: -3 | C: 15 | D: -1 | E: 0.0 | F: 0 | G: 4 | H: -1 | I: -1

(5) COc1cc2c(cc1OC)CC(=O)NC=C2
  A: 19 | B: -4 | C: 0 | D: 0 | E: 0.2 | F: -16 | G: -8 | H: -3 | I: -7

(6) CN(CC(=O)N1CCN(c2ncccn2)CC1)S(=O)(=O)c1ccc(Cl)cc1
  A: 16 | B: -2 | C: 0 | D: -9 | E: 2.6 | F: -8 | G: -36 | H: -5 | I: -4

(7) CCc1ccc(NC(=O)COC(=O)/C(=C/c2ccccc2OC)c2ccccc2)cc1
  A: 20 | B: 23 | C: 1 | D: -10 | E: 1.1 | F: -3 | G: -16 | H: -6 | I: -6

(8) CCOc1ccccc1C1CC(=O)Nc2cc(OC)c(OC)cc21 (stereo not given)
  A: -16 | B: 1 | C: 4 | D: -11 | E: -0.2 | F: x | G: x | H: -1 | I: 1

(9) COC(=O)[C@@]12CCCN1[C@H](c1ccc(-c3ccccc3)c(OC)c1)[C@H]1C(=O)N(C)C(=O)[C@H]12
  A: 9 | B: 0 | C: 3 | D: -6 | E: 0.4 | F: 2 | G: -19 | H: -3 | I: -14

(10) Cc1cccc(OCC(=O)N/N=C\c2cc3c(cc2[N+](=O)[O-])OCO3)c1C
  A: 11 | B: 0 | C: 6 | D: 8 | E: 3.7 | F: -4 | G: -14 | H: 0 | I: -20

(11) NC(=S)Nc1ccc2cc[nH]c2c1
  A: 16 | B: 10 | C: 0 | D: -12 | E: 0.3 | F: -7 | G: 5 | H: -4 | I: -11

(12) COc1ccc(-c2nc3ccccn3c2/N=C/c2ccc(OC)c(OC)c2)cc1O
  A: -13 | B: -11 | C: 3 | D: 10 | E: -0.1 | F: -1 | G: -20 | H: -2 | I: 23

(13) Cc1c(NC(=O)C(C)Sc2ccccc2)c(=O)n(-c2ccccc2)n1C (stereo not given)
  A: 6 | B: 0 | C: 0 | D: -4 | E: 0.2 | F: -7 | G: -18 | H: -4 | I: -11

(14) CCCC(=O)c1cc2c(cc1NC(=O)c1cccs1)OCCO2
  A: 14 | B: 6 | C: 9 | D: -9 | E: 0.1 | F: -8 | G: -9 | H: 0 | I: -3

(15) Cc1cccc(NC(=O)CCn2ccnc2C)c1
  A: 16 | B: 15 | C: 16 | D: -11 | E: 0.0 | F: 0 | G: 10 | H: -5 | I: -4

(16) CC(=O)N/C(=N\OCc1ccc(Br)cc1)c1nonc1NC(C)=O
  A: 15 | B: 7 | C: 4 | D: -2 | E: 1.1 | F: -11 | G: -8 | H: 0 | I: 1

(17) Clc1ccc(/C=N/NC2=Nc3cccc4cccc2c34)cc1
  A: 10 | B: 0 | C: 4 | D: 1 | E: 2.3 | F: -8 | G: -15 | H: -8 | I: -1

(18) O=C(C1CCN(C2CCN(Cc3ccsc3)CC2)CC1)N1CCOCC1
  A: -8 | B: -22 | C: 8 | D: -4 | E: 0.8 | F: 1 | G: 10 | H: -6 | I: 8

(19) CCCNC(=O)C1(C)CCCN(Cc2cccc(C(F)(F)F)c2)C1 (stereo not given)
  A: -14 | B: -24 | C: 9 | D: 15 | E: -0.2 | F: x | G: x | H: -3 | I: 9

(20) Cc1cccc(/N=C/c2c(O)n(Cc3ccc4c(c3)OCO4)c(=O)c3ccccc23)n1
  A: 27 | B: -31 | C: 5 | D: -15 | E: 0.1 | F: -18 | G: -12 | H: -4 | I: -14

(21) CCc1c(C)nc2ncnn2c1Nc1ccc(C#N)c(Cl)c1
  A: 20 | B: 8 | C: 2 | D: -21 | E: 1.6 | F: -3 | G: -5 | H: -4 | I: -20

(22) CC(Nc1nc(-c2ccncc2)nc2ccccc12)c1ccccc1 (stereo not given)
  A: -8 | B: 0 | C: 8 | D: 17 | E: -0.4 | F: -1 | G: -34 | H: -7 | I: -3

(23) Cn1c(CN2CCN(C(=O)c3ccco3)CC2)nc2cc([N+](=O)[O-])ccc21
  A: -14 | B: 1 | C: -1 | D: -3 | E: 0.5 | F: 4 | G: -17 | H: 1 | I: -1

(24) CC(=O)Nc1ccccc1P(=O)(c1ccccc1)c1ccccc1OC(C)=O (stereo not given)
  A: 7 | B: -7 | C: 5 | D: -12 | E: 0.6 | F: 0 | G: 4 | H: -2 | I: -2

(25) Cc1ccn(-c2cccc(-n3ccc(C)n3)n2)n1
  A: 11 | B: -4 | C: 1 | D: -14 | E: 0.3 | F: -2 | G: -3 | H: -8 | I: -13

(26) COc1ccccc1-n1c(SCC(=O)O)nc2c(sc(=S)n2-c2ccccc2C)c1=O
  A: 16 | B: 4 | C: 4 | D: -15 | E: 0.1 | F: -8 | G: 4 | H: -3 | I: -1

(27) COc1ccc(CNC(=O)CN(c2cc(C)cc(C)c2)S(=O)(=O)c2c(C)[nH]c(=O)[nH]c2=O)cc1
  A: 20 | B: -7 | C: 0 | D: -4 | E: 0.7 | F: -1 | G: 5 | H: -3 | I: -14

(28) O=C(CN(c1ccccn1)S(=O)(=O)c1ccc(F)cc1)Nc1ccccc1
  A: 12 | B: -2 | C: 3 | D: 1 | E: 0.6 | F: -1 | G: -7 | H: -5 | I: 4
